Casp7 inh – caspase-7 (human) inhibition, allosteric or competitive; P55210; recombinant caspase-7, Ac-DEVD-AFC fluorescence rate; Potency, µM (series often up to 57.5 µM), for the others: at the top dose activity change, negative = inhibition, usual class: inhibitors; 0.02% of 75,000 active; AID 889; active = well fitted inhibition curve with a large enough effect in the main read-out, with a control signal flat, not every such curve was filed as active; inconclusive = small, poorly fitted or top-dose-only effect, or a change in a side signal; note: potency is the fitted concentration of half-maximal effect; % of control where 0% means no effect
Target sequence (P55210 24-198 limits assumed): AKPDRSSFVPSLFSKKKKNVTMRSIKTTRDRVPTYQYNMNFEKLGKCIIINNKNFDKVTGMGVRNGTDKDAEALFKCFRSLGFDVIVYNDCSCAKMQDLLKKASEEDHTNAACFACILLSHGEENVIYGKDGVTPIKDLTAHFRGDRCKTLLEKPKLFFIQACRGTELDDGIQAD
Target sequence (P55210 207-303 limits assumed): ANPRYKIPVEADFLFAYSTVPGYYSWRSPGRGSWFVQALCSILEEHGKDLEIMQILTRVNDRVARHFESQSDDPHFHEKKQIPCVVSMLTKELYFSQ
Texas Red fluor – Texas Red region autofluorescence. Compound fluorescence, Texas Red channel, 547/618 nm; stronger effect = higher value. max dye-equivalent concentration, M. 0.06% of 59,000 active. AID 587; in the data active = max dye-equivalent concentration above about 10 nM; inconclusive = between about 1.1 nM and that limit
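Dye-equivalent concentrations come from scaling compound signal (ex 547, em 618 nm) to six Texas Red standard concentrations run on every plate, after 15 min room-temperature incubation in pH 8.0 Tris (100 mM).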
Tau fil binding – tau filament binding. P10636. recombinant tau filaments, thioflavin S fluorescence, 15 h; filaments grown with octadecylsulfate alongside compound. Potency, µM (doses to about 57.1 µM), without a hit: at the top dose activity change, negative = inhibition. 2% of 71,000 active;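 note: potency is the fitted concentration of half-maximal effect; % is set by controls: 0 for no effect and ±100 for the full control effect; actives lower thioflavin S fluorescence by blocking filaments or displacing dye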
Target sequence (P10636 whole entry, looked up): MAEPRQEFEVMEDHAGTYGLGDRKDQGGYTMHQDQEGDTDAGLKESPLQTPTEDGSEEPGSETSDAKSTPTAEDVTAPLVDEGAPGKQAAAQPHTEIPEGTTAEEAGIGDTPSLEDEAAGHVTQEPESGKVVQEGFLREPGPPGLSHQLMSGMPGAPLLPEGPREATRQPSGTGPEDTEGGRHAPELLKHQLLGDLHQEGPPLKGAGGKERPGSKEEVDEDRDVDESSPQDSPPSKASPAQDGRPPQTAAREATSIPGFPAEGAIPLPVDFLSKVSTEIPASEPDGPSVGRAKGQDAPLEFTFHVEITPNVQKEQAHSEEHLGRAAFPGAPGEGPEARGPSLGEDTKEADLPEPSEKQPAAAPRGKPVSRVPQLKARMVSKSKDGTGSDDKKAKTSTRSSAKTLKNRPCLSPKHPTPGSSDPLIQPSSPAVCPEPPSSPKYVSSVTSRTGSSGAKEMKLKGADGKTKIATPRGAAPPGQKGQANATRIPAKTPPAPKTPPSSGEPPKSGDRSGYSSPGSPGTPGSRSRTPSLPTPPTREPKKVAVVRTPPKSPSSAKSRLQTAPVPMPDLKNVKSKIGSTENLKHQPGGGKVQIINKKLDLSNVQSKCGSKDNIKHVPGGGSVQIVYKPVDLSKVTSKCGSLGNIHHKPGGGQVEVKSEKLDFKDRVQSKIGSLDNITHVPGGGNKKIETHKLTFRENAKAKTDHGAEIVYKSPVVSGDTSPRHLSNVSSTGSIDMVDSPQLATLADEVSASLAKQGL
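Assay mix: 1 uM His-tagged tau, 30 uM sodium octadecylsulfate, thioflavine S dye in HEPES/NaCl/DTT buffer. Compound is added prior to the inducer. Fluorescence after 15 h at 37 C.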
FLuc inh – firefly luciferase inhibition. P08659. purified firefly luciferase, luminescence, 8 min. Potency, µM (series often up to 57.1 µM), for the others: top-dose activity change, negative = inhibition, usual class: inhibitors. 2.2% of 72,000 active. AID 411; note: potency is the fitted concentration of half-maximal effect; % is set by controls: 0 for no effect and ±100 for the full control effect; nearly all actives have a fitted effect of over 40% in size
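Compounds were tested as concentration series (qHTS) against purified P. pyralis luciferase with luciferin and 10 uM ATP in 50 mM imidazole pH 7.2, 50 mM KCl, 7 mM MgCl2, 0.01% Tween 20, 0.05% BSA. Luminescence was read after 8 min at ambient temperature.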
A350 autofl – compound fluoresces in the Alexa 350 spectral region; Compound autofluorescence, 340/450 nm, Alexa 350 dye-equivalents; stronger effect = higher value; 11% of 59,000 active; max dye-equivalent concentration, M; AID 590; in the data active = max dye-equivalent concentration above about 10 nM; inconclusive = mostly about 1.1 nM to 9.6 nM
Caspase-1 inhib – allosteric or competitive inhibitors of human caspase-1. 0.03% of 75,000 active. P29466. Potency, µM (highest dose often 57.5 µM), for the others: top-dose activity change, negative = inhibition, actives largely listed as inhibitors. Caspase-1 enzyme, Ac-WEHD-AFC fluorogenic rate. AID 900;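 note: potency is the fitted concentration of half-maximal effect; plate controls were vehicle for no effect and no substrate for full effect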
4-MU autofl – 4-MU region autofluorescence; compound autofluorescence, 340/450 nm, 4-MU equivalents; stronger effect = higher value; max dye-equivalent concentration, M; 11% of 59,000 active; in the data active = max dye-equivalent concentration above about 10 nM; inconclusive = mostly about 1.1 nM to 9.6 nM
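Compounds in 100 mM Tris, pH 8.0, sat 15 min at room temperature before fluorescence was read at 340 nm excitation/450 nm emission; a per-plate six-point 4-MU standard curve converted signals to dye-equivalent concentration at each compound concentration.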
Rhodamine autofl – compound autofluorescence in rhodamine spectral region; max dye-equivalent concentration, M; Rhodamine-region fluorescence, 547/598 nm, Tris buffer; stronger effect = higher value; 0.05% of 59,000 active; in the data active = max dye-equivalent concentration above about 11 nM; inconclusive = between about 1.1 nM and that limit
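Steps: pin-transfer compounds into pH 8.0 Tris (100 mM), hold 15 min at room temperature, image with a 547/598 nm filter pair, and convert intensities to rhodamine-equivalent concentration using a six-point on-plate rhodamine series.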
HEK293 cAMP cs – parental HEK293 cAMP activation (counter-screen); parental HEK293 CNG cAMP sensor, membrane potential fluorescence; 2.5% of 73,000 active; AID 938; Potency, µM (titrated, usually from 57.1 µM), for inactives: top-dose activation, actives largely listed as activators; note: potency is the fitted concentration of half-maximal effect; % of control where 0% means no effect; nearly all actives have a fitted effect of over 55% in size
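Parental HEK 293 cells stably expressing a cAMP-gated CNG channel were loaded with membrane potential dye containing 100 uM RO 20-1724 for 60 min. Compound added for 30 min; depolarization read as fluorescence intensity at 590 nm.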
Fluorescein fluor – compound fluoresces in the fluorescein spectral region; Compound autofluorescence, 480/540 nm, fluorescein-equivalent; stronger effect = higher value; max fluorescein-equivalent concentration, M; 0.91% of 59,000 active; in the data active = max fluorescein-equivalent concentration above about 10 nM; inconclusive = between about 1.1 nM and that limit
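Library compounds, added at multiple concentrations to pH 8.0 Tris buffer (100 mM), incubate 15 min at room temperature before CCD imaging at 480 nm excitation and 540 nm emission.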
ERK AVP inh – blocks ERK signaling stimulated by vasopressin | HEK293-V1b, vasopressin-stimulated pERK AlphaScreen | Potency, µM (doses to about 57.5 µM), without a hit: at the highest dose activity, negative = inhibition, usual class: inhibitors | 0.99% of 72,000 active | AID 995; note: potency is the fitted concentration of half-maximal effect; % is set by controls: 0 for no effect and ±100 for the full control effect; nearly all actives have a fitted effect of over 55% in size
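V1b-HEK293 cells; cpd 30 min 37C; 25 nM vasopressin 5 min; lyse 10 min; AlphaScreen beads 5 hr RT. Normalized to DMSO basal and 25 nM vasopressin; AC50 by Hill fit.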
* marks the source's active call; other numbers are inactive results; i = inactive; ? = inconclusive; . = not tested or not shown; [ ] = another dose, or the depositor's remark. Unless noted, calls come from the whole dose curve; as a rule, active = well fitted curve in the direction sought with a large enough effect; inconclusive = small, poorly fitted or top-dose-only effect, or another doubt; inactive = no such curve, though single readings can be large; an effect the other way counts as inactive or inconclusive. The list is partial; count on the stated rates, not on these rows.

SMILES	Casp7 inh	Texas Red fluor	Tau fil binding	FLuc inh	A350 autofl	Caspase-1 inhib	4-MU autofl	Rhodamine autofl	HEK293 cAMP cs	Fluorescein fluor	ERK AVP inh
COc1cccc(C(=O)NCCN2CCN(c3ccc(Cl)cc3)CC2)c1	2%	i	-13%	2%	i	1%	i	i	18%	?	14%
CCc1c(C(=O)NC2CCCCC2)[nH]c(C)c1C(C)=O	0%	i	-24%	1%	i	-1%	i	i	30%	i	7%
CS(=O)(=O)Nc1cccc(-c2nc(NCc3cccs3)c3ccccc3n2)c1	0%	i	-19%	-3%[2.29 µM]	i	-3%	i	i	?	?	?
COCC(=O)N1CCC2(CC1)CCN(c1ccccn1)CC2	-2%	i	6%	1%[11.4 µM]	i	-3%	i	i	-8%	i	7%
CC(C)COC(=O)COc1cc(Cl)c(Cl)cc1Cl	-3%	.	-13%	.	.	-2%	.	.	?	.	28%
COc1ccc(S(=O)(=O)Nc2ccc3oc(C)c(C(=O)O)c3c2)cc1	-2%	.	-7%	0%	.	-2%	.	.	20%	.	-6%
CC(C)=CCC/C(C)=C/CO/N=C1/C[C@@H](O)[C@@H](O)[C@@H]2[C@@H]3C(=O)N(C(C)(C)C)C(=O)[C@H]3CC[C@@H]12	0%[11.5 µM]	.	.	2%[11.4 µM]	.	-2%[11.5 µM]	.	.	-3%[11.4 µM]	.	17%[11.5 µM]
COc1cc(C(=O)O)ccc1OCC(=O)N1CCOCC1	0%	?	-4%	1%	i	2%	i	i	-1%	i	10%
COc1ccccc1OCc1nc(C#N)c(N2CCC(C(N)=O)CC2)o1	0%	i	-4%	1%	i	1%	i	i	16%	i	14%
COC(=O)c1ccc(Oc2cc(C)nc(NCc3ccccc3)n2)cc1	-5%	?	58%	0%	i	-4%	i	i	27%	i	-1%
O=C(O)C1CC=CCC1C(=O)NCc1cn2ccccc2n1 (stereo not given)	-2%	.	-5%	1%	.	-6%	.	.	7%	.	.
COCCCNC(=O)CC1Oc2ccccc2NC1=O (stereo not given)	0%	.	-16%	0%	.	1%	.	.	?	.	1%
Cc1ccc(NC(=O)c2cnn(-c3ccccc3)c2NC(=O)c2ccco2)cc1C	-3%	?	21%	1%	i	-3%	i	i	26%	i	-8%
Cc1ccc(-n2c(=O)c3sccc3n(CC(=O)NCc3ccco3)c2=O)cc1	-1%	i	i	1%	i	0%	i	i	7%	i	-9%
O=C1CCCCCN1C(=O)c1ccc(C(=O)N2CCCCCC2=O)cc1	2%	?	-9%	4%	i	0%	i	i	1%	i	8%
CC(C)n1c(C(=O)OCC(=O)NCc2ccc3c(c2)OCO3)cc2sccc21	-2%	i	15%	2%	i	-2%	i	i	7.9µM*	i	-29%
O=C(O)c1cccc(NC(=O)c2ccccc2)c1	-1%	.	0%	-11%	.	0%	.	.	?	.	-16%
COc1ccc(Cc2noc(-c3ccc(OC)c(OC)c3)n2)cc1OC	0%	i	9%	-2%	i	-2%	i	i	24%	i	9%
CCN1CCc2nc(SCC(=O)Nc3ccc(OC)cc3)c(C#N)cc2C1	-26%	?	10%	-4%	?	-28%	?	i	11%	i	-1%
COc1cccc2c(=O)n(CC(=O)Nc3cccc(F)c3)ccc12	1%	.	49%	3%	.	-2%	.	.	-3%	.	.
CCCCOc1ccc(OC(=O)c2cccnc2)cc1	0%	i	2%	-3%	i	-2%	i	i	?	i	9%
CCCNC(=O)OC[C@H]1O[C@@H](CCO/N=C2/[C@H]3O[C@@H]3[C@@H](O)[C@H]3[C@H]2CCn2c(=O)n(-c4ccccc4)c(=O)n23)C=C[C@@H]1Oc1ccc(OC)cc1	-1%[11.5 µM]	.	.	2%[11.4 µM]	.	0%[11.5 µM]	.	.	1%[11.4 µM]	.	-3%[11.5 µM]
CN1CCN(Cc2nc3c(c(=O)n(C)c(=O)n3C)n2Cc2cccc3ccccc23)CC1	0%	?	32%	3%	i	-2%	i	i	2%	i	-22%
COC(=O)c1ccc(OC)c(CSc2nnc(COc3ccccc3)o2)c1	-6%	i	16%	-1%	i	-9%	i	i	13µM*	i	1%
CCNC(=O)c1cc2c(=O)n3cccc(C)c3nc2n(CCc2ccccc2)c1=N	.	i	.	1%[25.5 µM]	1.7e-06M*	.	1.5e-06M*	i	.	i	.
Cn1c(=O)c2c(nc(SCc3nn[nH]n3)n2Cc2ccccc2F)n(C)c1=O	0%	?	15%	0%	1.4e-08M*	4%	1.1e-08M*	i	15%	?	-21%
CCOc1ncccc1C(=O)OCCN1C(=O)c2ccccc2C1=O	7%	i	3%	8%	?	1%	i	i	9%	?	-7%
CC(=O)Nc1nc(NC(C)=O)c2[nH]c(CO)nc2n1	2%[11.5 µM]	i	6%[11.4 µM]	-1%[11.4 µM]	i	-2%[11.5 µM]	i	i	5%[11.4 µM]	i	8%[11.5 µM]
Nc1ncnc2c1ncn2[C@@H]1CCCO1	-1%	i	-6%	3%	i	4%	i	i	12%	i	39%[activator]
C[C@@H]1[C@H]2CC[C@@H]3[C@@H]4CC=C5C[C@@H](N(C)C)CC[C@]5(C)[C@@H]4CC[C@@]32CN1C	-2%[25.7 µM]	i	38%[25.6 µM]	10%[25.5 µM]	i	4%[25.7 µM]	i	i	7%[25.6 µM]	?	37%[25.7 µM]
COc1cccc(-n2c(SC3CCOC3=O)nc3ccccc3c2=O)c1 (stereo not given)	-1%	i	16%	-1%	i	3%	i	i	17%	i	0%
O=C(O)CSCCc1ccccc1	1%[11.5 µM]	i	6%[11.4 µM]	2%[11.4 µM]	i	-1%[11.5 µM]	i	i	12%[11.4 µM]	i	11%[11.5 µM]
CCOC(=O)Cn1c(=O)c2c(nc(N3CCCCC3)n2Cc2ccccc2)n(C)c1=O	-2%	i	11%	-3%	i	0%	i	i	?	?	-23%
Cc1noc(C)c1C(=O)N1CCC2(CC1)CN(c1cccc(-c3ccccc3)c1)C2	-3%	i	9%	1%[11.4 µM]	i	-7%	i	i	-6%	i	?
O=C1CCC(c2ccccc2)(c2ccccc2)CC1	2%[11.5 µM]	i	3%[11.4 µM]	0%[11.4 µM]	i	-1%[11.5 µM]	i	i	12%[11.4 µM]	?	-8%[11.5 µM]
COc1ccccc1NC(=O)CSc1nnc(Cc2cccn2C)n1-c1ccc(F)cc1	-1%	.	8%	1%	.	-5%	.	.	11%	.	?
CC12CCC(C(=O)N3CCc4ccccc43)(CC1=O)C2(C)C (stereo not given)	-1%	i	-14%	1%	i	0%	i	i	14%	i	-22%
COc1cccc(-c2nccc(NC3CCNCC3)n2)c1	0%	i	-3%	-2%[2.29 µM]	i	0%	i	i	4%	?	5%
Cc1ccc(-c2nn(CC(=O)Nc3ccc4c(c3)nc3n4CCOC3)c(=O)c3ccccc23)cc1	0%	i	4%	2%	i	-3%	i	i	16%	?	-25%
COc1ccc(N(Cc2cc3cc(OC)ccc3[nH]c2=O)C(=O)C2CCCO2)cc1 (stereo not given)	-4%	i	-13%	1%	6.2e-07M*	-6%	4.6e-07M*	i	4%	i	-14%
COCC(=O)NCc1nc2ccccc2n1Cc1ccccc1F	0%	?	3%	1%	i	0%	i	i	3%	i	8%
NC(=O)c1ccc(NC(=O)CCCc2nc(-c3ccccc3Cl)no2)cc1	1%	?	-1%	1%	i	-5%	i	i	-2%	i	5%
CCCCNc1nc(N(C)c2ccccc2)nc(-n2ccnc2)n1	-2%	i	-17%	0%	i	-2%	i	i	?	i	?
CCCn1nc2ccccc2c1P(=N)(N1CCOCC1)N1CCOCC1	-5%	i	1%	3%	i	1%	i	i	?	i	2%
N#Cc1c(-n2cccc2/C=N/O)sc2c1CCCC2	-3%	i	-8%	-2%	i	-4%	i	i	?	?	3%
CN1C(=O)c2ccc(C(=O)NCc3ccccc3)cc2C1=O	0%	i	0%	-1%	i	1%	i	i	2%	i	1%
CCC1C(=O)N=C(SCC(=O)Nc2ccc(C(=O)OC)cc2)NC1=O (stereo not given)	0%	?	2%	1%	i	4%	i	i	1%	i	3%
c1ccc2c(c1)[nH]c1nc3nncn3nc12	1%	.	-5%	1%	.	1%	.	.	3%	.	14%
Cc1cc(C(=O)CSc2nnc(Nc3ccccc3)s2)c(C)n1CC1CCCO1 (stereo not given)	-22%	?	85%	-30%	i	-8%	i	i	16%	i	-26%
Cc1ccc2nc(NC(=O)C3CCCN(S(=O)(=O)c4cccnc4)C3)sc2c1 (stereo not given)	-1%	.	11%	-18%	.	-2%	.	.	5%	.	?
O=c1c(-c2ccc(F)cc2)nc2cnc(Oc3ccccc3)nc2n1C1CC1	-23%	i	3%	1%[11.4 µM]	?	?	i	i	?	i	-13%
COCCn1c(=S)[nH]c2cc(C(=O)N3CCN(c4ccc(F)cc4)CC3)ccc2c1=O	-5%	?	3%	2%	i	-2%	i	i	21%	?	-25%
NC(=O)CSc1nnc2sc3ccccc3n12	0%	i	7%	1%	?	-1%	i	i	7%	?	27%
COc1cccc(OCC(=O)Nc2ccc(OC)c(OC)c2)c1	1%	i	-1%	-2%	i	1%	i	i	-1%	i	-27%

Source: PubChem BioAssay (National Center for Advancing Translational Sciences (NCATS))
